# ER stress rescue = rescue of cells from ER stress-induced death, primary screen, 384-well, CSM14.1, thapsigargin, ATP luminescence (AID 1222) | 190,000 tested, under 10 active | one-dose cellular ATP content (survival), % at 20 µM; EC50 in µM for titrated hits | CSM14.1 thapsigargin-induced death rescue, ATP luminescence; higher % means a stronger effect;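 active = EC50 below 50 µM in the dose-response confirmation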;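 note: death triggered by thapsigargin at about 15 µM added after 2 h compound pretreatment; cell ATP read after overnight thapsigargin exposure of roughly 18 to 22 hours; normalized against plate controls of thapsigargin alone and 5% DMSO vehicle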
# PMI inhibition = MPI inhibition at elevated mannose 6-phosphate – biochemical, fluorescence intensity, high mannose 6-phosphate, primary screen (AID 1220); recombinant PMI enzyme, coupled fluorescence intensity; higher % means a stronger effect; inhibition, % at 20 µM, or IC50 in µM where a hit was titrated; 190,000 tested, 0.66% active; in the data active = inhibition above about 50%
# P. falciparum M1AAP = P. falciparum M1AAP inhibitors, biochemical, fluorogenic H-Leu-NHMec substrate, 1536-well (AID 1445); recombinant M1AAP, H-Leu-NHMec fluorogenic kinetic assay; higher % means a stronger effect; inhibition, % at 30 µM, or IC50 in µM where a hit was titrated; 220,000 tested, 0.42% active;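 active = primary inhibition above the hit cutoff, then over 50% inhibition at one or more dose response concentrations, cut at about 23% in these data, passing the limit was not always enough; inconclusive = conflicting primary data, or primary hits not chosen for dose response; inactive = low primary inhibition, or under 50% at every dose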;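 note: plate controls were DMSO full reaction for no effect and no enzyme background for full effect; strong numbers were not always called active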
# XIAP displacement = small molecules displacing peptide from XIAP – biochemical, IAP family, fluorescence polarization (AID 1018) | 200,000 tested, 0.007% active | XIAP BIR domain, fluorescence polarization peptide displacement; higher % means a stronger effect | one-dose displacement, % at 20 µM; IC50 in µM for titrated hits; in the data active = displacement above about 50%; note: a part of the inactive calls stands beside numbers as strong as those of hits
# P. falciparum M17LAP = P. falciparum M17LAP inhibitors, primary screen, biochemical, fluorogenic H-Leu-NHMec substrate, 1536-well (AID 1619); recombinant M17LAP, H-Leu-NHMec fluorogenic kinetic assay; higher % means a stronger effect; inhibition, % at 30 µM, or IC50 in µM where a hit was titrated; 220,000 tested, 0.38% active;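 active = compound inhibiting the enzyme by more than half at any dose during confirmatory dose-response retesting; inconclusive = strong single-dose inhibitors picked by rank but not retested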;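 note: plate controls were full reaction with DMSO carrier for no effect and no enzyme background for full effect; strong numbers were not always called active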
# SIAH1 antagonists = Siah-1 peptide-binding antagonists, primary screen, biochemical, fluorescence polarization, rhodamine-plectin, uHTS (AID 1817). Siah-1 / rhodamine-plectin peptide fluorescence polarization; higher % means a stronger effect. displacement, % at 20 µM, or IC50 in µM where a hit was titrated. 290,000 tested, 0.02% active;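 active = displacement of at least 50% at 20 µM, with a fluorescence ratio check between 0.3 and a set limit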;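 note: plate controls were Siah plus tracer with DMSO for no effect and tracer alone without Siah for full effect; strong numbers were not always called active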
# Yfh1-depleted yeast = enhancers of respiration in Yfh1-depleted yeast, dose response, Friedreich's ataxia, plus single-dose screen (AID 1465). S. cerevisiae Yfh1-off respiration, WST-1 reduction, 72 h; higher fold induction means a stronger effect. one-dose fold induction at 50 µM; EC50 in µM for titrated hits. 220,000 tested, 0.074% active;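 active = fold induction of absorbance versus untreated yeast above a set limit, then at least 30% activation at any dose in follow-up; inconclusive = repeats straddling the limit, or above it without dose testing; inactive = fold induction below the set limit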;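 note: activators that raise dye reduction in frataxin-depleted yeast; strong numbers were not always called active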
# West Nile virus CPE = inhibition of WNV-induced cytopathic effect – cell-based, CPE readout (AID 1621) | West Nile virus-infected cells, CPE inhibition; higher % means a stronger effect | one-dose CPE inhibition, % at 10 µM; IC50 in µM for titrated hits | 290,000 tested, 0.02% active; in the data active = a potency from the dose series; inconclusive = CPE inhibition mostly from about 3.7% at the one dose, without a potency; inactive = the rest, 99 in 100 with CPE inhibition below about 2.2%; note: strong numbers were not always called active
# Salmonella PhoP GFP = PhoP-dependent GFP reporter repression – Salmonella Typhimurium, primary screen (AID 1863) | S. Typhimurium PhoP-regulated promoter GFP reporter, 4 h; higher % means a stronger effect | 300,000 tested, 0.16% active | inhibition, % at 50 µM, or IC50 in µM where a hit was titrated;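 active = inhibition over 29.93%, a cutoff 3 SD above the screen mean, later confirmed by dose response; inconclusive = inhibition over 29.93% but no dose response follow-up; inactive = inhibition at most 29.93% or unconfirmed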;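 note: 0% = low Mg2+ inducing control and 100% = high Mg2+ repressing control; strong numbers were not always called active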
# The depositor's hits bear a star; i = inactive; ? = inconclusive; · = not tested or not shown.
SMILES,ER stress rescue,PMI inhibition,P. falciparum M1AAP,XIAP displacement,P. falciparum M17LAP,SIAH1 antagonists,Yfh1-depleted yeast,West Nile virus CPE,Salmonella PhoP GFP
O=C1CCCc2c1cc(C(=O)Nc1ccc(Br)cn1)c(=O)n2-c1ccccc1,-1.7%,-9%,18%,-12%,3%,1%,i,0.1%,-3%
CCNC(=O)COC(=O)c1cc(-c2ccc(OC)cc2)nc2ccccc12,-2.2%,-8%,8%,-1.6%,-27%,-2%,i,-0.1%,-7%
CCCS(=O)(=O)C(=C(Nc1ccc(OC)cc1)Nc1ccc(OC)cc1)S(=O)(=O)CCC,-2.3%,1%,3%,-0.2%,4%,1%,i,-0.7%,-10%
CCOC(=O)Oc1ccc2oc(C)c(C(=O)OCCOC)c2c1,-1.2%,1%,1%,2.2%,10%,4%,i,-0.8%,2%
Cc1cccc(CCNC(=O)C2CCCN(S(=O)(=O)c3cccc4nsnc34)C2)c1 (stereo unspecified),-2.7%,11%,1%,-12%,3%,2%,i,-0.3%,-5%
CCOC(=O)C(C)Oc1cccc2c(=O)n(CC(=O)Nc3ccc4c(c3)OCCO4)ccc12 (stereo unspecified),0.8%,-3%,-2%,-6.0%,12%,-1%,i,0.5%,6%
CCOC(=O)Cc1csc(SCC(=O)Nc2cccc(Cl)c2)n1,-0.7%,2%,7%,-4.3%,3%,-3%,i,1.2%,-23%
COc1ccccc1N1CCN(C(=O)c2oc3ccc(F)cc3c2C)CC1,-2.4%,7%,1%,-12%,10%,8%,i,-0.5%,15%
N#CN=C1SCCS1,1.3%,-5%,0%,-1.0%,-8%,0%,i,0.1%,-7%
CCOC(=O)C1=C(C)OC(N)=C(C#N)C1c1cccs1 (stereo unspecified),-0.8%,7%,8%,-3.5%,0%,-2%,i,0.3%,2%
Cc1cc(C)cc(NC(=O)C2CCCN2C(=O)NC2CCCCC2)c1 (stereo unspecified),0.2%,-2%,-3%,-1.4%,3%,2%,i,-0.3%,-3%
COc1ccc2oc(=O)c(C(=O)N3c4ccccc4CC3C)cc2c1 (stereo unspecified),-1.8%,0%,10%,-1.7%,3%,-3%,i,-1.6%,-9%
FC(F)(F)c1ccccc1/C=N/Nc1ccccn1,0.4%,1%,17%,-1.8%,9%,10%,i,-0.6%,-10%
Cc1ccc(S(=O)(=O)NCc2ccc(C(=O)NC3CC3)cc2)cc1,-3.0%,0%,8%,2.1%,-5%,3%,i,-0.5%,-3%
O=C(CN1CCN(S(=O)(=O)c2ccc3ccccc3c2)CC1)Nc1ccc(N2CCOCC2)cc1,6.3%,14%,0%,1.0%,6%,3%,i,-0.8%,8%
COc1ccc(OC)c(-c2c(C#N)c(N)nc3c2c(=O)nc2sccn23)c1,1.0%,-8%,9%,-0.9%,-1%,4%,i,0.6%,-4%
Cc1ccc(C(=O)C(C)OC(=O)C2CC(=O)N(C3CCCCC3)C2)cc1 (stereo unspecified),7.0%,-9%,8%,-2.4%,-2%,-1%,i,0.4%,-5%
O=C(O)CNC(=S)N(Cc1cccs1)C1CCCCC1,-2.6%,5%,3%,-21%,-7%,2%,i,0.0%,-20%
COC(=O)c1ccccc1SC1CC(=O)N(c2cccc(C)c2)C1=O (stereo unspecified),-3.6%,-2%,-2%,-6.8%,-7%,4%,i,-0.6%,4%
O=C(O)C1CCC(=O)N(C2CCCCC2)C1c1ccccc1 (stereo unspecified),-2.4%,-19%,-6%,-1.2%,-2%,-6%,i,0.9%,2%

# Three entries from above, sorted by the number in Salmonella PhoP GFP, high to low:
SMILES,Salmonella PhoP GFP
COC(=O)c1ccccc1SC1CC(=O)N(c2cccc(C)c2)C1=O (stereo unspecified),4%
Cc1ccc(S(=O)(=O)NCc2ccc(C(=O)NC3CC3)cc2)cc1,-3%
CCOC(=O)Cc1csc(SCC(=O)Nc2cccc(Cl)c2)n1,-23%

# Remaining list, next part
SMILES,ER stress rescue,PMI inhibition,P. falciparum M1AAP,XIAP displacement,P. falciparum M17LAP,SIAH1 antagonists,Yfh1-depleted yeast,West Nile virus CPE,Salmonella PhoP GFP
CCCCCCOc1ccc(C(=O)n2cnc(N)n2)cc1,-1.4%,12%,1%,-1.9%,-5%,4%,i,-0.4%,6%
Cc1oc2cc3oc(=O)c4c(c3cc2c1C)CCC4,-0.4%,5%,5%,-3.9%,-7%,2%,i,-0.6%,8%
COC(=O)c1[nH]c2ccc(Cl)cc2c1NC(=O)Oc1ccccc1,0.7%,20%,2%,-7.9%,-3%,0%,i,-0.7%,18%
CN(C(=O)COc1cc(=O)n(C)c2ccccc12)c1cccc(Cl)c1,1.7%,-8%,2%,-2.4%,10%,-2%,i,2.2%,6%
NC(=O)C1CCN(CC(=O)Nc2cc(Cl)ccc2Oc2ccccc2)CC1,0.5%,11%,2%,-9.8%,8%,-4%,i,-0.8%,3%
CC12CN(Cc3ccccc3)CC(C)(CN(Cc3ccccc3)C1)C2=O,·,7%,-4%,-4.6%,-8%,3%,i,-0.6%,3%
O=C(Nc1cccc(Cl)c1)Nn1cnnc1,·,·,9%,·,4%,7%,i,0.2%,-6%
CCOc1ccc(C2CC(=O)n3nc(C45CC6CC(CC(C6)C4)C5)nc3S2)cc1OC (stereo unspecified),-2.9%,5%,-7%,-1.1%,7%,2%,i,-1.7%,3%
Cc1nn2c(-c3ccncc3)ccnc2c1Cl,8.7%,-1%,6%,-7.2%,1%,-1%,i,-0.3%,7%
O=C(c1cc(C(=O)N2CCOCC2)c2nc3ccccc3n2c1)c1ccccc1O,·,·,12%,·,11%,1%,i,-0.3%,-8%
CCO[C@H]1OC(C(=O)N2CCOCC2)=C[C@@H](c2cn(C(C)=O)c3ccccc23)[C@@H]1CCCO,-1.6%,-7%,-2%,-1.2%,2%,-2%,i,-0.4%,0%
O=C(NC1CC1)C1CCN(C2CCN(C(=O)c3ccc4cccc(F)c4n3)CC2)CC1,-0.4%,-8%,8%,-5.4%,4%,-3%,i,0.3%,-6%
COC(=O)CSc1nnc(SCc2ccc(Cl)cc2)s1,-1.0%,-6%,-3%,-8.9%,-10%,-6%,i,-0.3%,0%
Cc1ccc(NC(=O)C2CCN(C(=O)NC3CCCCC3)CC2)cc1,-2.4%,-2%,-1%,-7.7%,0%,-5%,i,1.0%,0%
O=C(Nc1nnc(-c2cccc(F)c2)s1)Nc1ccccc1F,0.0%,-15%,5%,-9.2%,5%,-1%,i,0.4%,7%
Cc1ccc(NC(=O)Nc2cccc([N+](=O)[O-])c2)cc1F,-3.7%,-7%,8%,-8.5%,8%,0%,i,?,0%
Cc1ccc(Nc2nc3ccccc3n3nnnc23)cc1,-1.0%,6%,7%,-6.8%,2%,0%,i,-1.0%,-10%
C=CCn1c(SCC(=O)Nc2c(C)n(C)n(-c3ccccc3)c2=O)nc2sc(C)c(-c3ccccc3)c2c1=O,3.3%,12%,3%,-1.4%,13%,4%,i,0.9%,-3%
O=c1cc(CSc2nnc(-c3ccco3)o2)c2ccccc2[nH]1,-1.9%,0%,0%,-13%,1%,4%,i,?,1%
COc1ccc(N2C(=O)C3C4C=CC(C4)C3C2=O)nn1 (stereo unspecified),·,9%,4%,-5.0%,-2%,3%,i,0.5%,9%
COCCC(=O)N1CCCC(CNS(=O)(=O)c2ccc(OC)cc2)C1 (stereo unspecified),0.0%,0%,-3%,-4.1%,2%,11%,i,1.0%,-2%
CC1CCC(NC(=O)c2ccc3nc[nH]c3c2)CC1 (stereo unspecified),-1.5%,5%,3%,-3.5%,-7%,-12%,i,0.2%,2%
Cc1cc(C)cc(NC(=O)CSc2nc3[nH]ncc3c(=O)[nH]2)c1,-4.4%,1%,8%,-3.8%,19%,4%,i,-0.3%,4%
Cc1cccc(C)c1NC(=O)COc1ccc2c(C)c(Cc3ccccc3)c(=O)oc2c1,0.7%,-2%,-5%,0.6%,-11%,4%,i,-1.2%,-15%
Cc1cccc(-n2nc3c(c2NC(=O)c2ccco2)CS(=O)C3)c1C (stereo unspecified),·,3%,3%,1.0%,5%,-6%,i,-0.6%,-13%
O=C(NC1CCCCC1)c1cc(F)cc2c1OCOC2,·,·,9%,·,7%,3%,i,-0.7%,-9%

# An excerpt from above in order of SMILES length, low to high:
SMILES,ER stress rescue,PMI inhibition,P. falciparum M1AAP,XIAP displacement,P. falciparum M17LAP,SIAH1 antagonists,Yfh1-depleted yeast,West Nile virus CPE,Salmonella PhoP GFP
O=C(NC1CCCCC1)c1cc(F)cc2c1OCOC2,·,·,9%,·,7%,3%,i,-0.7%,-9%
COCCC(=O)N1CCCC(CNS(=O)(=O)c2ccc(OC)cc2)C1 (stereo unspecified),0.0%,0%,-3%,-4.1%,2%,11%,i,1.0%,-2%
Cc1cc(C)cc(NC(=O)CSc2nc3[nH]ncc3c(=O)[nH]2)c1,-4.4%,1%,8%,-3.8%,19%,4%,i,-0.3%,4%
